MOR-DOR ag – agonists of OPRM1-OPRD1 heterodimerization, primary screen, cell-based, luminescence | activation, % at 9.3 µM | cells | 340,000 compounds, 0.3% hits | AID 504326, 2011 | Mu-type opioid receptor (Homo sapiens) + Delta-type opioid receptor (Homo sapiens), …; in the data active means activation above about 18%;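 further: 0% = vehicle-treated cells and 100% = reference agonist; values of inactives mirror those of a sister screen read the other way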
OPRM1-OPRD1 inv – inverse agonists of MOR-DOR heterodimerization, primary screen, cell-based, luminescence | cell-based MOR-DOR heterodimer luminescence, inverse agonism | inhibition, % at 9.3 µM | 340,000 compounds, 0.21% hits | Mu-type opioid receptor (Homo sapiens) + Delta-type opioid receptor (Homo sapiens), …; in the data active means inhibition above about 22%, passing the limit was not always enough;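 further: 0% = cells with DMSO and 100% = wells without cells with DMSO; values of inactives mirror those of a sister screen read the other way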
LANA DNA inh – inhibitors of KSHV C-LANA binding to DNA, primary screen, biochemical, fluorescence polarization, FAM-LBS DNA, MBP-C-LANA, single point; AID 504423, 2011; 340,000 compounds, 0.078% hits; inhibition, % at 9 µM;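 active means highest replicate inhibition at or above 60% at 9 µM, even if other replicates fall short; inactive means all replicates below 60% inhibition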;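 further: 0% = neutral control wells and 100% = 4 µM acridine orange control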
DSG3 Ab inh – inhibitors of pemphigus antibody binding to DSG3, primary screen, biochemical, bead-based, flow cytometry, scFv-GFP. 310,000 compounds, 0.48% hits. DSG3-coupled beads, scFv-anti-DSG3-GFP binding; stronger effect = lower value. Desmoglein-3 (Homo sapiens), P32926. AID 588358, 2011. binding (percent of control), % at 10 µM;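 active means binding more than 3 SD below its plate's average and above zero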; further: some compounds called inactive have numbers as strong as hits
Target sequence (P32926 whole entry, looked up): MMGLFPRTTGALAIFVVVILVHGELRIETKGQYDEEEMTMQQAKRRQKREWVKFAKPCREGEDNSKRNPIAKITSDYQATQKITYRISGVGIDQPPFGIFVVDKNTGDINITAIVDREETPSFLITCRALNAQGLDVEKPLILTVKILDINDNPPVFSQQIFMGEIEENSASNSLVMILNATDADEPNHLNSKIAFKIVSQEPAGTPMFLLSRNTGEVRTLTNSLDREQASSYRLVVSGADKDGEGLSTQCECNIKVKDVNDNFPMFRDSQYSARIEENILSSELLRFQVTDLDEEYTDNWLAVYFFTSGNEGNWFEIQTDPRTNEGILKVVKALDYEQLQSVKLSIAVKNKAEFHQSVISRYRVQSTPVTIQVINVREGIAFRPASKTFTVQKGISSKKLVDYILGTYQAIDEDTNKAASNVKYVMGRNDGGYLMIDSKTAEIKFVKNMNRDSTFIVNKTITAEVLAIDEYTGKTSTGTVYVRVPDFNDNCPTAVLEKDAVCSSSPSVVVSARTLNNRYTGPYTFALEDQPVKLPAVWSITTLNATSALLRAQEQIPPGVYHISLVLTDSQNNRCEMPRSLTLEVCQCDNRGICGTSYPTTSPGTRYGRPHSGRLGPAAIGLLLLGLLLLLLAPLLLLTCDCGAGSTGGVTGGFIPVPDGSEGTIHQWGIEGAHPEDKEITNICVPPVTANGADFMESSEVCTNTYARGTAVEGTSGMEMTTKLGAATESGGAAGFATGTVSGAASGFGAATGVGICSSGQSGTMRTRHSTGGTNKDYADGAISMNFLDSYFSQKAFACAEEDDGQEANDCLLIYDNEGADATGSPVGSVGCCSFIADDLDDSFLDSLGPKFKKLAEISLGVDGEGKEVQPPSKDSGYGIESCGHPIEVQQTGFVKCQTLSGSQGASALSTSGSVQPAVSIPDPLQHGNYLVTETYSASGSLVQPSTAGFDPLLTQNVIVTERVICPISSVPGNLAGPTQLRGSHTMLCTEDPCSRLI
Wnt bcat act – Wnt/beta-catenin pathway activators, primary screen, cell-based, plate reader, single point; Wnt/beta-catenin reporter cell assay, activator; activation, % at 9.35 µM; 300,000 compounds, 1.2% hits; AID 743398, 2014; in the data active means activation above about 30%, passing the limit was not always enough;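 further: 0% = neutral control wells and 100% = positive control wells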
Keap1-Nrf2 PPI – Keap1-Nrf2 protein-protein interaction inhibitors, primary screen, biochemical, fluorescence polarization, single point. Kelch-like ECH-associated protein 1 (Homo sapiens), Q14145. Keap1 Kelch-Nrf2 peptide fluorescence polarization, 1536-well. inhibition, % at 9.4 µM. 340,000 compounds, 0.15% hits. AID 504523, 2011; in the data active means inhibition above about 12%;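 further: human Keap1 Kelch domain with fluorescein labeled Nrf2 9mer peptide probe; 0% = neutral control wells and 100% = peptide positive control; higher means more block of Keap1 binding to Nrf2 peptide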
cardiac RTF act – cardiac RTF calcium sensitivity activators, primary screen, biochemical, IANBD-TnC fluorescence, EC20 calcium | Troponin I, cardiac muscle (Homo sapiens) + Troponin T, cardiac muscle (Homo sapiens) + … | IANBD-labeled TnC RTF fluorescence at EC20 calcium; 0% EC20 calcium, 100% full calcium | activation, % at 7.2 µM | 340,000 compounds, 0.24% hits | AID 493008, 2010;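 active means activation above the mean over all tested compounds plus 3 SD, cut at about 30% in these data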;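 further: rise in fluorescence read as greater calcium sensitivity of cardiac thin filaments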
V-ATPase pH – regulators of yeast V-ATPase proton pumping, primary screen, pHLuorin cytosolic pH fluorescence | S. cerevisiae | response, % at 10 µM | 350,000 compounds, 0.37% hits; in the data active means response mostly above about 7.3%, no sharp cut-off; inactive means mostly below about 5.4%; further: actives read high; inactives centre near 0; some compounds called inactive have numbers as strong as hits; reference of the scale not given here
Arr AP2 block – inhibitors of beta-arrestin/AP2 binding, primary screen, biochemical, GPCR trafficking, flow cytometry; 340,000 compounds, 0.31% hits; beta-arrestin 1 C-terminal peptide binding to AP2 beta2-adaptin appendage (human); inhibition, % at 10 µM; FITC-arrestin peptide / GST-AP2 beads; AP2 beta2 appendage carries R879A mutation; AID 504490, 2011;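 active means inhibition above a set limit, near 3 SD of compounds lacking own fluorescence, cut at about 54% in these data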;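 further: plate controls were DMSO wells for no effect and 5 µM unlabelled arrestin peptide for full effect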
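Material – AP2 appendage R879A on GSH beads · Buffer or medium – PBS with 0.05% Tween 20 and 0.1% BSA · Probe or stimulus – fluorescein-tagged arrestin peptide at 50 nM final · Incubation – compound with beads 12 min RT, then probe 1 h RT · Detection – high-throughput flow cytometry of beads, ex 488, em 535 nm · Evaluation – percent response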
RTF Ca sens inh – cardiac RTF calcium sensitivity inhibitors, primary screen, biochemical, IANBD-TnC fluorescence, EC70 calcium; AID 493244, 2011; 340,000 compounds, 0.12% hits; IANBD-labeled cardiac RTF, Ca2+ fluorescence; inhibition, % at 7.15 µM;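 active means inhibition above the mean inhibition of all tested compounds plus 3 SD, cut at about 17% in these data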;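 further: assay run at fixed EC70 calcium of 1.6 mM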
* = called active by the depositor; . = no result given.

SMILES | MOR-DOR ag | OPRM1-OPRD1 inv | LANA DNA inh | DSG3 Ab inh | Wnt bcat act | Keap1-Nrf2 PPI | cardiac RTF act | V-ATPase pH | Arr AP2 block | RTF Ca sens inh
CCOC(=O)NN1C(=O)c2ccccc2NC1C (centres undefined) | -3.7 | 19 | 0.9 | 106 | -2 | 4 | 1 | -2 | 12 | 2
CN(C)NC(=S)Nc1ccc(S(=O)(=O)N2CCCCC2)cc1 | -0.3 | 2 | -2.0 | . | -1 | -6 | 20 | 5 | 28 | -10
O=C(NCCC1=CCCCC1)c1cnsn1 | -1.6 | 10 | -1.5 | 93 | . | -4 | -1 | -2 | 1 | -10
CCOC(=O)C(=O)c1c(-c2ccccc2)nc2ccccn12 | -2.7 | 13 | 0.5 | 102 | -1 | -2 | -4 | -1 | 20 | -5
CCOc1cc(CN2CCN(c3ccc(C(C)=O)cc3)CC2)ccc1OC | 3.0 | -16 | -0.5 | 106 | . | -2 | -1 | -8 | 14 | -4
CC(=O)OC(/C(O)=C(\C#N)c1nc2ccccc2[nH]1)c1ccccc1 (centres undefined) | 0.5 | -3 | 0.9 | 98 | . | -1 | 5 | 2 | 21 | 11
N#CCc1ccc(NS(=O)(=O)c2ccc(N3CCCC3=O)cc2)cc1 | -0.6 | 3 | 0.0 | 106 | 0 | -3 | 3 | 1 | 5 | -4
Cc1ccc(F)c(NC(=O)c2ccc(Cn3cc(Cl)cn3)cc2)c1 | 1.9 | -14 | -0.2 | 98 | 2 | 0 | -2 | 5 | 16 | -1
O=C(Nc1ccccc1)N1CCCN(c2ccc(C(F)(F)F)cn2)CC1 | 5.4 | -26 | 1.2 | . | 0 | -4 | 9 | 4 | 12 | -7
O=C(Nc1ccc2ccccc2c1)c1cccc2ccccc12 | 2.8 | -14 | 0.4 | 86 | -3 | 4 | -7 | -1 | -2 | 4
Cc1noc(NS(=O)(=O)c2ccc(NC(=O)c3cnc4n(c3=O)CCS4)cc2)c1C | -1.3 | 7 | -2.0 | 113 | . | -1 | -3 | -2 | -21 | 3
O=C(NC1=NCCS1)c1cccc(N2C(=O)c3ccccc3C2=O)c1 | -0.9 | 4 | 1.0 | 97 | -2 | 0 | 4 | 2 | 37 | -1
Cc1ccc(NC(=O)CCNC(=O)c2ccco2)cc1F | -1.4 | 7 | 4.1 | 102 | 3 | 1 | -9 | 2 | -6 | 0
COC(=O)C1CN(C(=O)C(C)Oc2ccccc2F)c2ccccc2O1 (centres undefined) | -2.1 | 12 | -0.2 | 95 | 2 | 3 | -4 | 0 | 9 | 0
COc1ccccc1-c1nc(SCc2ccccn2)n[nH]1 | -2.9 | 15 | -0.2 | 112 | 3 | -1 | -8 | -3 | 22 | 6
CCN(CC(=O)NCc1cccs1)S(=O)(=O)c1cccc(Br)c1 | -1.6 | 6 | -0.2 | 103 | -3 | -6 | -3 | 1 | -6 | 1
CCCSc1nnc(N2C(=O)CC(c3ccsc3)C3=C2CCCC3=O)s1 (centres undefined) | -0.7 | 4 | 9.1 | 109 | -3 | 5 | 10 | 2 | 5 | -8
CC(C)OC(=O)NS(=O)(=O)c1cccc([N+](=O)[O-])c1 | 0.6 | -3 | -0.5 | 100 | -2 | 4 | -9 | -8 | 18 | 12
C/C(CC(=O)Nc1ccc2c(c1)OCCO2)=N\NC(=O)COc1ccc(C)cc1Br | 0.9 | -5 | 1.2 | 111 | -7 | 6 | 0 | 2 | 26 | -8
COc1ccc(C(=O)NCCCN2CCOCC2)cc1OC | -2.3 | 14 | 0.5 | . | . | -1 | -6 | -4 | 16 | -4
Cc1[nH]c2ccccc2c1SCc1ccccc1 | 9.8 | -54 | -2.8 | 100 | -2 | 0 | -3 | 9 | 20 | 2
O=C(CCl)N(Cc1cc(=O)[nH]c2ccccc12)c1ccccc1 | -4.1 | 21 | 1.8 | 96 | -2 | -10 | -1 | -1 | -6 | -9
CCCN1CCN(CCCNC(=O)c2ccc(CS(=O)c3ccccc3C)o2)CC1 (centres undefined) | -2.7 | 13 | -0.2 | 98 | -4 | -3 | -3 | 0 | 18 | 0
C=C(C)CNC(=S)N/N=C/c1c(F)cccc1F | 0.8 | -4 | 1.1 | 103 | -3 | -4 | 1 | -3 | 33 | -5
COc1ccc(CNC(=O)CN2C(=O)C(c3ccccc3)Oc3cccnc32)cc1 (centres undefined) | -1.2 | 7 | -0.3 | 94 | -1 | -1 | -4 | 8 | 13 | -1
COc1ccc(N2CCN(c3nc(NC(C)(C)C)nc(N4CCCCC4)n3)CC2)cc1 | -4.7 | 20 | 2.4 | . | . | 1 | 0 | 3 | -5 | -5
COCCNC(=O)c1ccc(C)c(S(=O)(=O)Nc2ccc(C)cc2)c1 | -0.2 | 1 | 1.6 | 106 | -2 | -3 | 7 | -5 | -11 | 0
CC(=O)Nc1ccc2c(c1)OCO2 | 0.6 | -4 | -1.3 | 105 | -8 | 1 | -7 | -3 | 17 | 5
COc1ccc(CNCC(O)(c2ccc(F)cc2)c2ccc(F)cc2)cc1 | 10 | -59 | -1.4 | 90 | -2 | 1 | -3 | 2 | 11 | -6
Cc1ccc2c(c1)CCCN2S(=O)(=O)c1cccc(C(=O)Nc2ccccc2C(=O)O)c1 | 1.5 | -9 | 0.0 | . | 22 | -3 | 0 | 0 | 3 | -8
COc1ccccc1N1CCN(C(=O)c2cc3c(s2)-c2ccccc2OC3)CC1 | 1.8 | -11 | 0.3 | 100 | 1 | 1 | 2 | 3 | 26 | -11
CCC(Cc1ccccc1)n1c(=S)[nH]c2ccccc2c1=O (centres undefined) | 6.1 | -28 | -1.4 | 103 | -1 | -5 | 3 | -3 | -11 | -2
COc1cc(OC)c(NC2=NCCCCC2)cc1Cl | -1.0 | 6 | -0.7 | 100 | . | -4 | -4 | -3 | 8 | 3
O=C(CSc1nnc2ccccn12)NCc1ccco1 | -3.2 | 16 | -1.2 | 105 | 0 | -3 | -5 | 4 | 40 | -1
Clc1ncn(C23CC4CC(CC(C4)C2)C3)n1 | 1.0 | -4 | -0.6 | . | -1 | -3 | -2 | 6 | 1 | -5
O=C(N/N=C/c1ccccc1)NC1CCCCC1 | 3.4 | -19 | 0.6 | . | . | 3 | 6 | 2 | 4 | 3
CC(C)c1nc(N2CCN(C(=O)c3ccco3)CC2)c(C#N)c2c1COC(C)(C)C2 | 2.1 | -16 | -0.4 | . | -6 | -1 | -2 | 2 | -7 | -1
COc1ccc(NS(=O)(=O)c2cccc(C(=O)N/N=C/c3cn(-c4ccccc4)nc3-c3ccc(OC)cc3)c2)cc1 | -0.4 | 2 | -0.3 | 68 | 28 | -9 | 9 | 0 | 4 | 0
COCCCNC(=O)C1=CCN(S(=O)(=O)c2ccc(OC)cc2)CC1 | -3.7 | 19 | -2.7 | 103 | -1 | -1 | -3 | -3 | 43 | -2
O=C(Cn1cnc2ccc(Br)cc2c1=O)c1cccs1 | 0.7 | -4 | -3.6 | 107 | . | -2 | 7 | 4 | 31 | -11
CCCCCCCNC(=O)C1(CC2CC(c3ccc(Cl)cc3)=NO2)CCNCC1 (centres undefined) | 7.4 | -43 | 1.1 | 105 | -2 | -4 | 0 | 1 | 10 | -4
CNC(=O)c1c(NC(=O)C2=COCCO2)sc(C)c1C | -1.6 | 10 | 0.4 | 99 | -1 | -5 | 1 | -3 | -10 | -7
Cc1nc(SCc2ccc(O)c([N+](=O)[O-])c2)c([N+](=O)[O-])[nH]1 | -2.7 | 14 | 0.8 | 89 | 4 | 0 | -3 | 0 | 35 | -3
COC(=O)c1ccccc1OCC(=O)N1CCN(c2ccc(OC)cc2)CC1 | -0.8 | 5 | 0.5 | . | -4 | -6 | 0 | 3 | 1 | 1
C/C(=N\NC(=O)Cn1cc([N+](=O)[O-])cn1)c1ccco1 | -0.7 | 4 | -1.2 | 110 | 0 | -2 | 9 | 2 | 5 | -2
CCS(=O)CCSc1nc2ccccc2s1 (centres undefined) | -0.1 | 1 | -3.1 | . | -5 | -2 | 3 | 0 | 5 | -5
CCOC(=O)/C(N=Nc1sc(C(=O)OC)c(C)c1C(=O)OCC)=C(\O)CCl | 1.2 | -7 | -2.7 | 104 | 1 | -6 | 8 | -2 | 3 | -6
COC(=O)c1ccc(C(=O)OC)c(NC(=O)CSc2ccccn2)c1 | -0.8 | 4 | 0.1 | 109 | . | -3 | 3 | -3 | 8 | -4
COc1ccc(C(C(=O)Nc2ccc(C(C)C)cc2)N(Cc2ccco2)C(=O)CC2NC(=O)NC2=O)cc1 (centres undefined) | 0.4 | -2 | -0.9 | 108 | -4 | -7 | 2 | 11 | 5 | -5
O=C1CN(c2cc(Cl)cc(Cl)c2)C(=O)CN1/N=C/c1cccnc1 | -1.6 | 8 | 0.3 | . | -2 | 5 | -4 | -1 | 11 | -2

More compounds follow:
SMILES | MOR-DOR ag | OPRM1-OPRD1 inv | LANA DNA inh | DSG3 Ab inh | Wnt bcat act | Keap1-Nrf2 PPI | cardiac RTF act | V-ATPase pH | Arr AP2 block | RTF Ca sens inh
O=C(OCn1ncc(Cl)c(Cl)c1=O)c1ccc(C(F)(F)F)cc1 | 3.1 | -15 | 0.1 | 101 | . | -2 | 2 | 4 | 0 | 1
COc1ccc(C(=O)N2CCC(C(=O)O)CC2)c2ccccc12 | 0.8 | -7 | 1.0 | 123 | 12 | 2 | 6 | -2 | 0 | -1
COC(=O)CSc1ccc(S(=O)(=O)N2CCC(C)CC2)cc1[N+](=O)[O-] | 7.5 | -47 | 0.9 | 86 | . | -2 | -4 | 3 | -4 | -7
Cc1cc(C2=CC(=O)C[C@H](c3ccc4c(c3)OCO4)C2)ccc1F | 0.0 | 0 | 3.0 | 103 | 0 | 2 | -3 | 0 | -11 | 0
Cc1ccc(C2(CC(=O)O)CCOC(C)(C)C2)cc1 (centres undefined) | -3.4 | 17 | -0.6 | 98 | -8 | -6 | -2 | 6 | 0 | 2
CCc1cc2c(SCC(=O)N3CC(=O)Nc4ccccc43)ncnc2s1 | -0.6 | 5 | 1.7 | 103 | . | -7 | -7 | -3 | 6 | 1
COc1ccc(C2c3ccc4ccccc4c3Oc3ncn(CCCO)c(=N)c32)cc1 (centres undefined) | 0.3 | -2 | -2.8 | 115 | 3 | 4 | 6 | -1 | 2 | 0
